Screens as filed in PubChem BioAssay.
TNAP activators: stimulation of alkaline phosphatase TNAP activity – biochemical, luminescent, no phosphate acceptor, uHTS, primary screen (AID 1001); purified TNAP, luminescent activation assay, no phosphate acceptor; higher activation fold means a stronger effect; activation fold at 20 µM, or EC50 in µM where a hit was titrated; actives 0.03% (n = 200,000); in the data active means activation fold from about 3, or a potency from the dose series; inactive means the rest, 99 in 100 with activation fold below about 1.6; further: many of its hits are not listed in these tables
West Nile virus CPE: inhibition of WNV-induced cytopathic effect – cell-based, CPE readout (AID 1621). West Nile virus-infected cells, CPE inhibition; higher % means a stronger effect. CPE inhibition, % at 10 µM, or IC50 in µM where a hit was titrated. actives 0.02% (n = 290,000); in the data active means a potency from the dose series; inconclusive means CPE inhibition mostly from about 3.7% at the one dose, without a potency; inactive means the rest, 99 in 100 with CPE inhibition below about 2.2%; further: strong numbers were not always called active
human PMI inhibitors: MPI inhibition at elevated mannose 6-phosphate – biochemical, fluorescence intensity, high mannose 6-phosphate, primary screen (AID 1220); recombinant PMI enzyme, coupled fluorescence intensity; higher % means a stronger effect; inhibition, % at 20 µM, or IC50 in µM where a hit was titrated; actives 0.66% (n = 190,000)
Ins promoter up: MIN6 insulin promoter up-regulation | MIN6 insulin promoter-GFP reporter, high-content imaging; hits give high values | z-score at 5 µM | actives 0.3% (n = 190,000) | AID 1625;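 active means z-score above 3 at 5 µM with at least 500 cells counted in the well; inconclusive means wells under 500 cells, flagged as cytotoxic or low count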
PMI inhibitors: inhibitors of human PMI, primary screen, biochemical, fluorescence intensity, coupled assay (AID 1209); purified PMI enzyme, coupled fluorescence intensity; higher % means a stronger effect; one-dose inhibition, % at 20 µM; IC50 in µM for titrated hits; actives 0.42% (n = 190,000);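 further: plate controls were DMSO vehicle for no effect and wells lacking substrate for full effect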
SV40 large T antigen: SV40 large T antigen inhibitors, biochemical (AID 1903) | actives 0.39% (n = 310,000) | SV40 large T antigen ATPase/helicase inhibition assay; higher % means a stronger effect | inhibition, % at 20 µM, or IC50 in µM where a hit was titrated; in the data active means a potency from the dose series; inconclusive means inhibition mostly from about 32% at the one dose, without a potency; inactive means the rest, 99 in 100 with inhibition below about 32%; further: strong numbers were not always called active
RSV CPE inhibition: inhibition of RSV-induced cytopathic effect – HEp-2 cells, primary 10 µM value included (AID 2391); HEp-2 cells, RSV-induced CPE inhibition; higher % means a stronger effect; CPE inhibition, % at 10 µM, or IC50 in µM where a hit was titrated; actives 0.13% (n = 310,000); in the data active means a potency from the dose series; inconclusive means CPE inhibition mostly from about 23% at the one dose, without a potency; inactive means the rest, 99 in 100 with CPE inhibition below about 21%; further: strong numbers were not always called active
CSM14.1 death rescue: protection against thapsigargin-triggered cell killing – 384-well, CSM14.1, ATP luminescence, primary screen (AID 1222). 190,000 tested, under 10 active. CSM14.1 thapsigargin-induced death rescue, ATP luminescence; higher % means a stronger effect. cellular ATP content (survival), % at 20 µM; hits with a dose series show EC50 in µM;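 active means EC50 below 50 µM in the dose-response confirmation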;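 further: death triggered by thapsigargin at about 15 µM added after 2 h compound pretreatment; cell ATP read after overnight thapsigargin exposure of roughly 18 to 22 hours; normalized against plate controls of thapsigargin alone and 5% DMSO vehicle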
PhoP inhibition: inhibitors of PhoP regulon expression, primary screen, Salmonella Typhimurium, GFP reporter (AID 1863). actives 0.16% (n = 300,000). S. Typhimurium PhoP-regulated promoter GFP reporter, 4 h; higher % means a stronger effect. inhibition, % at 50 µM, or IC50 in µM where a hit was titrated;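 active means inhibition over 29.93%, a cutoff 3 SD above the screen mean, later confirmed by dose response; inconclusive means inhibition over 29.93% but no dose response follow-up; inactive means inhibition at most 29.93% or unconfirmed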;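 further: 0% = low Mg2+ inducing control and 100% = high Mg2+ repressing control; strong numbers were not always called active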
Ins promoter up cell count: second read-out of Ins promoter up, no call of its own (marks repeat the call); cell count; measured here: cytotoxicity, nuclei count;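 total cells summed across four imaged fields per well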
Active calls of the source: *; ? = inconclusive; nt = no result given. Unless noted, no stated cut-off is given here; in the data, active means inhibition above about 50%; inactive means the rest.

No.	Molecule	TNAP activators	West Nile virus CPE	human PMI inhibitors	Ins promoter up	Ins promoter up cell count	PMI inhibitors	SV40 large T antigen	RSV CPE inhibition	CSM14.1 death rescue	PhoP inhibition
1	Cc1[nH]n(-c2ccccc2)c(=O)c1N=Nc1ccccc1C(=O)O	nt	1.3%	nt	nt	nt	nt	16.5%	?	nt	-3.5%
2	Cn1c(=O)n(C)c2cc(NC(=O)c3ccc(F)cc3)ccc21	nt	-0.7%	nt	nt	nt	nt	8.1%	1.6%	nt	-0.6%
3	O=C(C1CCCCN1S(=O)(=O)c1ccccc1[N+](=O)[O-])N1CCOCC1 (centres undefined)	1.1	-0.8%	0.9%	-0.87	1375	-5.9%	8.5%	1.2%	nt	1.2%
4	Cn1ccnc1SCC(=O)Nc1cccc(C(F)(F)F)c1	1	-0.4%	-18.0%	0.32	1307	0.5%	81.2%	3.5%	-0.6%	-2.9%
5	CC(C)CNC(=O)Nc1ccccc1F	1.1	-0.1%	-6.8%	-0.21	1472	-7.6%	8.4%	1.7%	-0.8%	-1.1%
6	CCOC(=O)C(O)(CC(=O)c1ccc(OC)cc1)C(F)(F)F (centres undefined)	1.1	-0.5%	-2.7%	nt	nt	-1.0%	-5.5%	0.9%	-1.1%	3.2%
7	CC1=C(C#N)C(c2ccccc2O)C(C#N)=C(C)N1	1.1	nt	-0.7%	0.18	1203	-10.2%	18.4%	0.3%	-0.1%	-1.4%
8	CCOC(=O)N1CCN(C(=O)CSc2ncnc3ccccc23)CC1	1.2	0.2%	7.7%	1.48	1411	11.9%	0.0%	0.4%	nt	7.5%
9	c1ccc(CNc2ccccn2)cc1	nt	0.0%	nt	nt	nt	nt	8.1%	-0.8%	nt	5.1%
10	O=S(=O)(NCCOc1ccccc1)c1ccc2ccccc2c1	1.1	-0.2%	3.6%	-0.17	928	7.4%	3.9%	0.1%	-2.0%	9.2%
11	O=C(NCCc1ccccc1)c1oc2ccccc2c1COc1ccccc1	1	-1.5%	12.4%	0.14	1307	13.2%	1.3%	-0.4%	2.6%	-4.7%
12	O=C(CN1C(=O)/C(=C2\SC(=S)N(C3CCS(=O)(=O)C3)C2=O)c2ccccc21)Nc1ccccc1 (centres undefined)	0.8	3.1%	5.5%	-0.05	1524	22.2%	8.6%	5.9%	-2.9%	10.2%
13	Cc1cc(C)c(S(=O)(=O)N2CCN(C(=O)N3CCOCC3)CC2)c(C)c1	nt	-0.8%	nt	nt	nt	nt	7.4%	-1.1%	nt	7.2%
14	COc1cc(/C=N/NC(=S)NCCN2CCOCC2)cc(OC)c1OC	1.1	0.8%	-4.1%	-0.05	1045	-2.4%	12.4%	-0.3%	0.0%	-2.6%
15	Clc1cccc(-c2ccc(CNCCCN3CCOCC3)o2)c1	1.1	-0.1%	0.0%	-0.34	1434	0.6%	-1.4%	-1.6%	-1.3%	3.1%
16	Cc1cccc(OCc2nnc(SCC(=O)Nc3ccc(C)c(Cl)c3)o2)c1	1.1	-0.7%	1.9%	-0.47	1556	-2.6%	-0.6%	-0.9%	-0.9%	11.4%
17	Cc1cccc(OCCNC(=O)c2cc(-n3cnnc3)ccc2Cl)c1	1	0.0%	-13.4%	-0.16	1209	-9.2%	-2.7%	-1.6%	-1.9%	0.8%
18	Cc1ccccc1-n1c(SC(C)C(N)=O)nnc1-c1cccnc1 (centres undefined)	1.1	0.5%	-0.3%	0.54	1106	3.6%	0.2%	-0.1%	1.2%	8.2%
19	CSc1ccc(S(=O)(=O)Nc2ccc(F)cc2)cc1	1.2	-0.3%	7.3%	nt	nt	7.5%	-3.0%	0.9%	nt	9.0%
20	COc1ccc(OCC(O)CNC(=O)c2sccc2Cl)cc1 (centres undefined)	nt	-0.6%	nt	-0.78	1362	nt	8.7%	nt	nt	-5.8%

The closing 2 records of the part before come first, to join the parts:
No.	Molecule	TNAP activators	West Nile virus CPE	human PMI inhibitors	Ins promoter up	Ins promoter up cell count	PMI inhibitors	SV40 large T antigen	RSV CPE inhibition	CSM14.1 death rescue	PhoP inhibition
19	CSc1ccc(S(=O)(=O)Nc2ccc(F)cc2)cc1	1.2	-0.3%	7.3%	nt	nt	7.5%	-3.0%	0.9%	nt	9.0%
20	COc1ccc(OCC(O)CNC(=O)c2sccc2Cl)cc1 (centres undefined)	nt	-0.6%	nt	-0.78	1362	nt	8.7%	nt	nt	-5.8%
21	C=CCCC(=O)N1CCCC(Cc2cccc(Cl)c2)(C(=O)OCC)C1 (centres undefined)	nt	-1.5%	nt	nt	nt	nt	10.0%	17.2%	nt	-5.3%
22	CCCCc1cc(=O)oc2cc(C)cc(OC(C)C(=O)NCc3cccnc3)c12 (centres undefined)	nt	-0.2%	nt	nt	nt	nt	4.1%	2.5%	nt	12.3%
23	N#Cc1c(-c2ccco2)cc(-c2cccnc2)nc1N	1	1.6%	42.9%	-1.1	1074	18.1%	5.9%	-1.0%	-0.5%	0.1%
24	CC(C)CCC(C(=O)NC(C)c1ccccc1)C(=O)NC(C)c1ccccc1 (centres undefined)	nt	-0.5%	nt	nt	nt	nt	3.8%	1.1%	nt	-4.0%
25	CCCCNc1c([N+](=O)[O-])ncn1C	nt	-0.1%	nt	-0.07	1111	nt	14.9%	0.0%	nt	-14.4%
26	COc1ccc(Br)cc1CSC(=N)N	0.8	-0.5%	0.7%	nt	nt	-2.0%	1.0%	1.7%	-1.8%	5.8%
27	COc1ccc(N(CC(=O)NCCSCc2ccc(C)cc2)S(=O)(=O)c2ccccc2)cc1	nt	-1.4%	nt	nt	nt	nt	9.9%	0.8%	nt	2.1%
28	Nc1nnc(SCCN2C(=O)c3ccccc3S2(=O)=O)s1	1.1	0.1%	3.5%	0.07	1204	8.1%	4.9%	1.3%	nt	13.0%
29	CCCCCCCCCCCCCCCC[n+]1ccc(/C=N/O)cc1	0.8	-0.6%	-20.8%	?	nt	-9.7%	14.1%	-0.9%	-3.5%	33µM*
30	CC(C)(C)NC(=O)Nc1ccc2nccnc2c1	1	nt	35.1%	1.35	1292	4.4%	2.0%	1.0%	-3.7%	-2.3%
31	Cc1onc(-c2ccc(Cl)cc2Cl)c1-c1csc(N/N=C/c2ccccc2)n1	nt	-0.5%	nt	nt	nt	nt	2.5%	4.0%	nt	-11.1%
32	COc1cccc(C(=O)N2c3ccccc3Sc3ccccc32)c1	1.1	-1.2%	7.6%	-1.44	1451	16.2%	5.2%	10.0%	-1.5%	8.5%
33	COc1ccccc1/C=C/C(=O)Nc1cccnc1	nt	0.0%	nt	nt	nt	nt	17.5%	4.6%	nt	2.8%
34	CCOC(=O)c1ccc(NC(=O)C2CCCN(S(=O)(=O)c3cnc[nH]3)C2)cc1 (centres undefined)	1	-0.1%	-2.0%	-0.36	833	0.5%	7.5%	3.1%	-0.9%	11.4%
35	COc1ccc(/C=N/NC(=O)C[n+]2ccccc2)c(OC)c1	1	0.4%	0.6%	-0.24	1127	0.5%	11.7%	2.0%	-0.8%	2.4%
36	COc1ccc(Nc2nc(-c3ccc(OC)cc3)cs2)cc1	1	0.2%	6.4%	-0.87	1258	-11.2%	7.7%	4.3%	-10.5%	3.2%
37	c1ccc(-c2ccc(CN3C[C@@H]4C(c5ccccc5)C5(c6ccccc6)CC4(C5)[C@H]3c3ccccc3)cc2)cc1 (some centres undefined)	nt	-0.6%	nt	0.54	784	nt	-2.4%	-0.5%	nt	-0.9%
38	O=C(O)CC(c1ccc(Cl)cc1)N1C(=O)CCC1=O (centres undefined)	1	-0.1%	-0.9%	-0.45	1528	-10.5%	-3.2%	0.7%	-0.6%	-4.3%
39	COc1ccc(C2=NO[C@@H]3C(=O)N(c4ccc(C)cc4C)C(=O)[C@H]23)cc1OC	1.1	-0.3%	-0.5%	0.53	1299	-3.3%	1.6%	1.7%	-0.3%	10.7%
40	COc1ccc(CCNC(=O)c2ccccc2NS(=O)(=O)c2cc(C(=O)O)ccc2OC)cc1	nt	-0.5%	nt	nt	nt	nt	10.1%	-0.3%	nt	-0.9%

A draw from above in order of count of non-hydrogen atoms, descending:
No.	Molecule	TNAP activators	West Nile virus CPE	human PMI inhibitors	Ins promoter up	Ins promoter up cell count	PMI inhibitors	SV40 large T antigen	RSV CPE inhibition	CSM14.1 death rescue	PhoP inhibition
24	CC(C)CCC(C(=O)NC(C)c1ccccc1)C(=O)NC(C)c1ccccc1 (centres undefined)	nt	-0.5%	nt	nt	nt	nt	3.8%	1.1%	nt	-4.0%
36	COc1ccc(Nc2nc(-c3ccc(OC)cc3)cs2)cc1	1	0.2%	6.4%	-0.87	1258	-11.2%	7.7%	4.3%	-10.5%	3.2%
23	N#Cc1c(-c2ccco2)cc(-c2cccnc2)nc1N	1	1.6%	42.9%	-1.1	1074	18.1%	5.9%	-1.0%	-0.5%	0.1%

Taken from above:
In RSV CPE inhibition, `c1ccc(CNc2ccccn2)cc1` has the entry -0.8%
In Ins promoter up, `CC(C)(C)NC(=O)Nc1ccc2nccnc2c1` has the entry 1.35

The listing continues.
No.	Molecule	TNAP activators	West Nile virus CPE	human PMI inhibitors	Ins promoter up	Ins promoter up cell count	PMI inhibitors	SV40 large T antigen	RSV CPE inhibition	CSM14.1 death rescue	PhoP inhibition
41	CC(C(=O)Nc1ccccc1Cl)c1ccc([N+](=O)[O-])cc1 (centres undefined)	1.1	-1.3%	2.0%	0.08	1584	0.5%	-1.8%	4.2%	-0.8%	7.3%
42	O=C(COc1ccccc1)NNC1=NS(=O)(=O)c2ccccc21	1.1	0.6%	-7.5%	0.38	1330	-7.3%	4.8%	2.1%	-2.4%	6.5%
43	Cc1nn(-c2ccc(F)cc2)c(N)c1C1(O)C(=O)Nc2ccccc21 (centres undefined)	1.1	1.0%	-2.9%	0.28	1203	-2.5%	16.7%	0.2%	-0.3%	0.3%
44	COc1ccc(C(C(=O)NC(C)(C)C)N(Cc2ccco2)C(=O)CCC(=O)Nc2ccccn2)cc1 (centres undefined)	nt	-0.4%	nt	nt	nt	nt	8.0%	2.6%	nt	-6.8%
45	Cc1cc(C)c(C#N)c(Nc2ccccc2C)n1	nt	-0.2%	nt	nt	nt	nt	-1.7%	-0.1%	nt	-4.1%
46	Cc1cc2c(=O)n(C)c(SCC(=O)Nc3cccc(O)c3)nc2s1	nt	-0.6%	nt	nt	nt	nt	13.9%	1.2%	nt	-5.4%
47	Cc1occc1C(=O)N1CCCC(N2CCN(c3ccccc3F)CC2)C1 (centres undefined)	nt	-0.3%	nt	nt	nt	nt	7.6%	3.0%	nt	-5.8%
48	CCc1ccc(-c2nc(SCC(=O)N3CCOCC3)n[nH]2)cc1	0.7	0.1%	-4.1%	nt	nt	-14.4%	19.0%	0.8%	-1.7%	-5.4%
49	CCN(CC)c1ccc(NC(=O)c2cc3ccccc3o2)c(C)c1	1	0.6%	19.4%	nt	nt	18.2%	26.1%	7.3%	nt	-4.0%
50	CCn1c(=S)[nH]c2sc3c(c2c1=O)CCCC3	nt	0.5%	nt	nt	nt	nt	24.5%	3.3%	nt	-5.8%
